Compound activity: PubChem BioAssay, National Center for Advancing Translational Sciences (NCATS)
Cycloheximide cs – affects cycloheximide protein synthesis inhibition readout, counter-screen; max response, %; AID 2314; hit rate 12% among 300,000; cell reporter, cycloheximide protein synthesis inhibition counterscreen; in the data active = max response mostly above about 13%, no sharp cut-off; inactive = mostly below about 14%; also: read at 38.3 µM for the half of the compounds with a filed dose; 0% is about no effect
FBPA Giardia inh – inhibitors of Giardia lamblia fructose-1,6-bisphosphate aldolase | A8B2U2 | purified Giardia FBPA | Potency, µM (highest dose often 59.6 µM), inactives show top-dose activity, negative = inhibition, actives largely listed as inhibitors | hit rate 0.71% among 290,000; also: potency is read from the fitted curve at half-maximal effect; % is scaled to controls: 0 for no effect and ±100 for the full control effect; nearly all actives have a fitted effect of over 55% in size
Target sequence (A8B2U2 whole entry, looked up): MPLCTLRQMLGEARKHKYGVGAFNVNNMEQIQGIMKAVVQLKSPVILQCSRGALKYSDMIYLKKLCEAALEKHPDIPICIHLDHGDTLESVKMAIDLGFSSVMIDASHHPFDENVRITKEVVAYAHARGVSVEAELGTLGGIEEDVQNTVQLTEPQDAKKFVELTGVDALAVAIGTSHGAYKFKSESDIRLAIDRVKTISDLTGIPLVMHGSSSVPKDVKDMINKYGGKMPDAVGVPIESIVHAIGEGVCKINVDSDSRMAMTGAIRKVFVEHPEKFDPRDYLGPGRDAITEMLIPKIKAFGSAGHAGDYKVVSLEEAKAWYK
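Giardia FBPA (40 nM reagent) was preincubated 10 min at RT with compound (up to 57.5 uM final), then substrate plus GAPDH/TPI/NAD/arsenate coupling system with diaphorase/resazurin was added; resorufin fluorescence (525/598 nm) was read after 20 min.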
AmpC no deterg – inhibitors of E. coli AmpC beta-lactamase without detergent | P00811 | AmpC nitrocefin hydrolysis, absorbance 480 nm, 0.0001% Triton | Potency, µM (top dose mostly 57.1 µM), for the others: top-dose activity change, negative = inhibition, hits mostly inhibitors | hit rate 0.52% among 330,000 | AID 485341;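 also: potency is read from the fitted curve at half-maximal effect; plate controls were no compound for no effect and no enzyme for full effect; nearly all actives have a fitted effect of over 20% in size; some results filed as inactive show a strong effect at the top dose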
Target sequence (P00811 whole entry, looked up): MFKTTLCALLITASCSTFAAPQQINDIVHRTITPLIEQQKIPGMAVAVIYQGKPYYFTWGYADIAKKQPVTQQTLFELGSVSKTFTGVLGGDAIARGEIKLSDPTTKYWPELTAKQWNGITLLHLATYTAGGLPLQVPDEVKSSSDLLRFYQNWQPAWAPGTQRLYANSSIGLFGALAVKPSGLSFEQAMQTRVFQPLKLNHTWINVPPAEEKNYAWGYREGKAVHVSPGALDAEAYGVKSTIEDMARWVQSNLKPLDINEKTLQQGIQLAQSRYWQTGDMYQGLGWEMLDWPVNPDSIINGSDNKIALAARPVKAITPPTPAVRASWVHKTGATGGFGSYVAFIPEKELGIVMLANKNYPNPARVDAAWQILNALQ
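20 mM phosphate pH 7.0 + 0.01% (detergent screen) or 0.0001% Triton X-100; 5.3 nM AmpC reagent; cpd preinc 15 min RT; nitrocefin (800 uM stock) to start; A480 q20 s × 4 min; Activity was normalised to no-enzyme and no-compound control wells.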
AMA1 RON2 block – inhibitors of Plasmodium falciparum AMA1-RON2 interaction; AlphaScreen AMA1-biotinylated RON2 peptide binding; Potency, µM (top dose mostly 58.2 µM), for the others: at the highest dose activity change, negative = inhibition, usual class: inhibitors; hit rate 0.2% among 360,000; AID 720542;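 also: potency is read from the fitted curve at half-maximal effect; 0% = vehicle wells and -100% = peptide control; nearly all actives have a fitted effect of over 45% in size; some results filed as inactive show a strong effect at the top dose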
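AMA1 (3D7) with his tag at 25 nM final met compounds first, then biotinylated RON2 peptide at 25 nM; detection used donor plus acceptor beads, 10 µg/mL apiece, read by AlphaScreen after 30 min at room temperature.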
HCMV inh – blocks human cytomegalovirus replication; HFF cells, HCMV-luciferase reporter, 72 h; hits give low values; activity change, negative = inhibition, % at 57.5 µM; hit rate 4.5% among 410,000; AID 1259415; in the data active = activity change below about -60%; inconclusive = no clear call, values can overlap the other calls; inactive = above about -39%; also: % is scaled to controls: 0 for no effect and ±100 for the full control effect
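After 16 h attachment at 37C, HFF cells received test compound and HCMV-luciferase (1 PFU/cell); reporter luminescence read 72 h later, data normalized against buffer-only and known inhibitor Salinomycin.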
AmpC inh detg – blocks E. coli AmpC beta-lactamase in detergent assay; AmpC hydrolysis of nitrocefin, absorbance 480 nm, 0.01% Triton; Potency, µM (top dose mostly 114 µM), for the others: at the highest dose activity change, negative = inhibition, hits mostly inhibitors; hit rate 0.041% among 370,000; AID 485294;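 also: potency is read from the fitted curve at half-maximal effect; 0% = no-compound wells and -100% = no-enzyme wells; nearly all actives have a fitted effect of over 25% in size; some results filed as inactive show a strong effect at the top dose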
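20 mM phosphate pH 7.0 + 0.01% (detergent screen) or 0.0001% Triton X-100; 5.3 nM AmpC reagent; cpd preinc 15 min RT; nitrocefin (800 uM stock) to start; A480 q20 s × 4 min; Activity was normalised to no-enzyme and no-compound control wells.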
Shiga toxin inh – inhibitors of Shiga toxin in Vero cells; inhibition, % at 38.7 µM; hit rate 9.2% among 290,000; Vero cells, Shiga toxin protein synthesis inhibition reporter; in the data active = inhibition mostly above about 28%, no sharp cut-off; inactive = mostly below about 43%; also: 0% is about no effect
An asterisk follows results filed as active; u = inconclusive; x = no result given; [ ] = remark or other dose. Unless noted, calls follow the shape of the dose curve; as a rule, active = well fitted curve in the direction sought with a large enough effect; inconclusive = small, poorly fitted or top-dose-only effect, or another doubt; inactive = no such curve, though single readings can be large; an effect the other way counts as inactive or inconclusive.

SMILES	Cycloheximide cs	FBPA Giardia inh	AmpC no deterg	AMA1 RON2 block	HCMV inh	AmpC inh detg	Shiga toxin inh
COc1cc(OC)cc(C(=O)OCCNC(=O)Cn2cnc3c2c(=O)n(C)c(=O)n3C)c1	1	0%	-10%	x	-27	-5%	7
COCCN(C(=S)Nc1c(C)cc(C)cc1C)C(C)c1cccs1 (stereo not drawn)	5	u	4%	8%	-8	4%	11
CCOC(=O)COc1ccc2nsnc2c1	0	-13%	0%	1%	70	-11%	-23
COc1ccc2c(c1OC)C(=O)c1ccccc1C2=O	3	2%	-7%	x	x	1%	17
COc1cc([N+](=O)[O-])ccc1NC(=O)C[n+]1ccccc1C	-4	-12%	-23%	-4%	-15	-4%	-7
COc1ccccc1C(=O)NNC(=O)c1ccccc1[N+](=O)[O-]	-1	-8%	-30%	31%[activator]	-18	-8%	-9
CCOc1cc(/C=C2\CN(C)C/C(=C\c3ccc(O)c(OCC)c3)C2=O)ccc1O	27*	u	28%	-3%	-100*	2%	7
Nc1c(-c2ccc(Cl)cc2)cnn1-c1cc(C(F)(F)F)cc(C(F)(F)F)c1	-1	-5%	-26%	-7%	-10	6%	-9
Cc1nn(C(=O)C2CC2)c(C)c1Sc1ccc(Cl)cc1	6	-3%	-31%	25%	-26	u	-3
NCCCC[C@H]1CNC(=O)C(=O)N1CCc1cccc(F)c1	5	0%	-4%	0%	10	2%	-5
Cc1ccc(C2=NCCn3c2c2ccccc2[n+]3[O-])cc1	x	x	-4%	-8%	-12	-4%	x
CN(CC(=O)Nc1ccccc1Cl)C(=O)CN1C(=O)NC(c2ccccc2)(c2ccccc2)C1=O	x	x	38%	8%	0	-7%	x
COc1cc(-c2nnc(SCC(=O)Nc3ccc(C(=O)O)cc3)o2)cc(OC)c1OC	x	x	-11%	0%	-27	x	x
Cn1cc(CNC(=O)c2cc(COc3ccc4c(c3)CCCC4)on2)cn1	23*	5%	126%[activator]	8%	-4	u	16
CCOC(CNC(=O)C(=O)Nc1cc2c3c(c1)CCN3C(=O)CC2)OCC	4	-4%	-2%	1%	2	0%	-4

Some entries already given with just Shiga toxin inh, AmpC inh detg and FBPA Giardia inh:
mol,Shiga toxin inh,AmpC inh detg,FBPA Giardia inh
CN(CC(=O)Nc1ccccc1Cl)C(=O)CN1C(=O)NC(c2ccccc2)(c2ccccc2)C1=O,x,-7%,x
Cn1cc(CNC(=O)c2cc(COc3ccc4c(c3)CCCC4)on2)cn1,16,u,5%
NCCCC[C@H]1CNC(=O)C(=O)N1CCc1cccc(F)c1,-5,2%,0%

Further results
SMILES	Cycloheximide cs	FBPA Giardia inh	AmpC no deterg	AMA1 RON2 block	HCMV inh	AmpC inh detg	Shiga toxin inh
COc1cccc(CNC(=O)COC(=O)c2nc(Cl)c(Cl)c(Cl)c2Cl)c1	x	x	-31%	-6%[11.6 µM]	0	u	x
COc1ccc(CCNC(=O)CSc2nc3ccccc3o2)cc1	-4	3%	-15%	3%	11	u	-19
COc1nc(NCCc2ccc(OC)c(OC)c2)nc(OC)n1	1	1%	x	-1%	-99*	-3%	-7
Cc1cccn2c(=O)c3cc(C(=O)NC4CCCC4)c(=N)n(C4CCCC4)c3nc12	-1	5%	-26%	-2%	-16	u	-11
COc1cc(CNCc2cccs2)ccc1OCC(=O)NC(C)(C)C	-1	0%	-21%	-2%	-25	-6%	-21
CCc1nc(SCc2ccc(OC)c(Br)c2)n[nH]1	10	1%	-17%	29%	72	-1%	69
N#C/C(=C(/O)CN1CCOCC1)c1nc(-c2ccccc2)cs1	-3	-16%	-22%	6%	32	-10%	2
COC(=O)c1sc(NC(=O)/C=C/c2ccccc2Cl)nc1C	13	3%	-20%	-3%	4	6%	43
CN(C)C(=O)CSc1nc2ccccc2n1CC(=O)N1CCN(c2ccccc2)CC1	-2	1%	18%	3%	10	-2%	-15
Cc1ccc(-c2csc(NC(=O)CSc3nc4ccccc4o3)n2)cc1	-1	-1%	-38%	-12%	16	u	17
COc1ccc(CN(CC(=O)NC2CCCC2)C(=O)CCC(=O)Nc2nc(C)cs2)cc1	-6	-30%	61%[activator]	6%	-9	-3%	-16
C=CCS(=O)(=O)N1CCCC(N2CCN(c3ccccc3OC)CC2)C1 (stereo not drawn)	1	3%	-4%	-6%	-12	u	-3
CCn1cc(C(=O)OCC(=O)c2ccccc2)c(=O)c2ccc(C)nc21	-2	2%	-20%	-13%	9	0%	-13
O=C(O/N=C(\c1ccccc1)c1ccncc1)c1ccccc1F	-2	0%	-14%	0%	32	0%	-28
O=C(CSc1nnc(NC(=O)c2ccc(F)cc2)s1)NC1CCCC1	1	-12%	-19%	0%	-18	-5%	4
COC(=O)c1sccc1NC(=S)Nc1cc(C)cc(C)c1	-3	-9%	-24%	79%[activator]	-10	u	-4
COc1ccc(NC(=O)C2CC(=O)OC23CCCCC3)cc1 (stereo not drawn)	-1	1%	-21%	-5%	1	-6%	-7
COCCCNC(=S)Nc1ccccc1C	-3	-2%	47%[2.29 µM]	-8%	-21	-6%	9
Cc1ccc(OCC(=O)Nc2cc(C)on2)c([N+](=O)[O-])n1	35*	0%	-1%	0%	3	3%	105*
CC(=O)Nc1cc(C(=O)NCc2ccco2)ccc1Sc1ccc(C)cc1	-4	2%	-14%	-11%[11.6 µM]	-32	-9%	7
O=c1[nH]c(-c2ccccc2)nn1-c1ccc(Br)cc1Br	0	-8%	-27%	11%	-6	2%	5
COc1ccc(OC(C)C(=O)Nc2cccc(F)c2)cc1 (stereo not drawn)	1	2%	-29%	10%	-21	0%	11
Cc1cccc(Nc2ccccc2C(=O)OCC(=O)NCc2ccco2)c1C	19	0%	-29%	-4%	-1	-5%	30
CCCCCCNC(=O)CCNC(=O)c1cc(OC)c(OC)c(OC)c1	-2	4%	1%	36%	60	-10%	-3
CC(C)N(Cc1cn(C)nc1-c1cccc(Cl)c1)CC1CCC(=O)N1 (stereo not drawn)	1	2%	138%[activator]	1%	-13	3%	14
Cn1nnnc1SCC(=O)c1cccs1	18	0%	-21%	3%	-35	1%	-4
Cc1ccc(S(=O)(=O)NCC(=O)OCc2ccccc2)cc1	1	-4%	-18%	-8%	-29	-11%	-17
COc1ccc(-n2c(C)cc(C3=NNC(=NC4CC4)SC3)c2C)cc1	40*	-25%	36%	4%	-71*	-6%	85*
Cc1ccc(NC(=S)NNC(=O)c2ccccc2O)c(C)c1	33*	u	-33%	-20%	-4	5%	97*
Cc1c(C(=O)Nc2ccc3c(c2)OCCO3)cnn1C	48*	-2%	-10%	7%	-5	-5%	78*
COc1ccc(Cl)cc1NC(=O)CN(C)Cc1cccs1	-2	-4%	-12%	11%	-22	2%	-7
O=c1c2ccccc2c(-c2ccccc2)nn1-c1cc(Cl)ccc1[N+](=O)[O-]	-2	3%	-44%	-24%	u	u	-48
O=c1[nH]cccc1-c1nc2ccccc2n1Cc1cccc(Cl)c1	-3	3%	-2%	19%	-3	-8%	-4
CN1CCCN(CC(O)COCc2cccs2)CC1 (stereo not drawn)	-1	-4%	-10%	1%	-15	5%	-13
CCN1CCN(C(=O)CCc2ccc(S(=O)(=O)NCCc3ccccc3)cc2)CC1	-6	5%	38%	0%	12	-6%	0
O=C(CSc1nnc2c(n1)[nH]c1ccccc12)NC1CCCCC1	-2	-20%	-23%	1%	-65*	4%	-11
CCOC(=O)c1cc2c(C)n(-c3ccc(N(C)C)cc3)c(C)c2cc(C(=O)OCC)c1=O	19	-6%	-8%	-8%	18	-14%	9
CSCCCN1CC[C@@H](N2CCN(c3ccccc3F)CC2)[C@H](O)C1	0	-1%	18%	7%	87	u	2
Cc1ccc(S(=O)(=O)NC(=O)c2cc(C)n(C3CC3)c2C)cc1	-4	9%	-25%	-6%	14	-4%	0
O=C1OC(OC2CCCCC2)(c2ccccc2)c2ccccc21 (stereo not drawn)	-1	-1%	-30%	6%	u	0%	-7
COc1ccc(OC)c(/C=C/C(=O)OCC(=O)c2c(N)n(C)c(=O)n(C)c2=O)c1	-3	0%	-14%	1%	-31	1%	-2
CC(OC(=O)C1=COCCO1)C(=O)Nc1cccc(S(=O)(=O)N2CCOCC2)c1 (stereo not drawn)	-1	6%	8%	8%	-6	1%	-4
CCCCCC(=O)N1CC2(CC(c3cccc(NC(=O)CC)c3)=NO2)C[C@H]1C(N)=O (stereo partly drawn)	-3	3%	29%	-3%	3	1%	-10
COCCNC(=O)C(=O)NCC1OCCN1S(=O)(=O)c1ccc(F)cc1 (stereo not drawn)	12	x	-3%	-7%	1	-11%	20
Cc1cc(-c2ccccc2)c2c(n1)sc1c(O)cc(=O)[nH]c12	0	12%	-28%	-1%	0	-4%	-19

Retrieved by structure from the list above (three):
SMILES	Cycloheximide cs	FBPA Giardia inh	AmpC no deterg	AMA1 RON2 block	HCMV inh	AmpC inh detg	Shiga toxin inh
O=c1c2ccccc2c(-c2ccccc2)nn1-c1cc(Cl)ccc1[N+](=O)[O-]	-2	3%	-44%	-24%	u	u	-48
COc1ccc(Cl)cc1NC(=O)CN(C)Cc1cccs1	-2	-4%	-12%	11%	-22	2%	-7
CC(OC(=O)C1=COCCO1)C(=O)Nc1cccc(S(=O)(=O)N2CCOCC2)c1 (stereo not drawn)	-1	6%	8%	8%	-6	1%	-4

The list goes on:
SMILES	Cycloheximide cs	FBPA Giardia inh	AmpC no deterg	AMA1 RON2 block	HCMV inh	AmpC inh detg	Shiga toxin inh
Cc1ccc(NC(=O)C23CCC(C)(C(=O)[C@H]2Br)C3(C)C)cc1 (stereo partly drawn)	-2	-6%	-10%	-3%	-62*	-5%	-11
CCN1CCN(C(=O)c2ccc(Cl)c(S(=O)(=O)N3CCOCC3)c2)CC1	0	4%	-6%	-4%	29	-7%	-9
O=C(COC(=O)c1ccc(Cl)c(S(=O)(=O)N2CCCC2)c1)NC1CCCCC1	-2	5%	11%	8%	-29	-7%	-9
Cc1cc(C)n2nc(SCC(=O)N3CCc4ccccc43)nc2n1	7	14%	23%	23%	-25	4%	4
Cc1ccc(O)c(NC(=S)NC(=O)/C=C/c2ccccc2)c1	5	11%	-46%	60%[activator]	-8	u	7
CCC(C)C(NC(N)=O)C(=O)NC1CCC(C)CC1 (stereo not drawn)	-1	3%	-15%[11.4 µM]	x	x	-13%	-5
COCCN(C(=O)COC(=O)/C=C/c1ccco1)c1c(N)n(Cc2ccccc2)c(=O)[nH]c1=O	6	-1%	4%	-8%	12	u	9
O=C(O)Cc1ccc(NC(=O)c2ccc3c(c2)C(=O)N(CC2CCCO2)C3=O)cc1 (stereo not drawn)	6	x	-10%	3%	9	5%	-9
CN(C)/N=C/c1ccc(N2CCOCC2)cc1	23*	4%	-9%	-2%	76	u	45
Cc1ccc(-c2ccc(CCC(=O)O)n2NC(=O)c2cccs2)cc1	34*	u	-29%	-4%	0	10%	2
Cc1cccc(C(=O)Nc2c3c(nn2C(C)(C)C)CS(=O)(=O)C3)c1	-7	-8%	-14%	-3%	-13	-4%	-5
